# Screening data (PubChem)
# M4 ag: agonists of human muscarinic M4 receptor (CHRM4). activation, % at 3 µM. 360,000 compounds, 0.14% hits. P08173. CHO-K1 hM4/Gqi5, Fluo-8 calcium fluorescence; vehicle 0%, full acetylcholine response 100%;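 active = activation above the run mean over all test wells plus 3 SD, cut at about 32% in these data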;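 also: peak over basal fluorescence ratio per well then scaled between controls; 0% = DMSO wells and 100% = acetylcholine at EC100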
# Target sequence (P08173 whole entry, looked up): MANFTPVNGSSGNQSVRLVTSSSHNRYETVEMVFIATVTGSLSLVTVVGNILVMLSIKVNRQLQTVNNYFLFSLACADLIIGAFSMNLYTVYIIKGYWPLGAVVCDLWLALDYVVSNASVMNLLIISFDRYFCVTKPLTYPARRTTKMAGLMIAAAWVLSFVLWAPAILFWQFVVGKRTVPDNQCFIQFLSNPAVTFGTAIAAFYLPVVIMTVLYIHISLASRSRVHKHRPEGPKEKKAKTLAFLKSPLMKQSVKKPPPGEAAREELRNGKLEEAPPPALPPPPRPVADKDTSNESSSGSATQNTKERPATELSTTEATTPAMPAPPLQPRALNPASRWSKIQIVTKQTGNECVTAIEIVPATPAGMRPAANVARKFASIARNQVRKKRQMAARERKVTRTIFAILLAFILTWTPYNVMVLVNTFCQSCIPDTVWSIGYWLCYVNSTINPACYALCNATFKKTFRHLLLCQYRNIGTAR
# M1 ag: agonists of human M1 muscarinic receptor. P11229. CHO-K1 hM1, Fluo-8 calcium fluorescence, agonist mode; 0% DMSO, 100% acetylcholine EC100. activation, % at 3 µM. 360,000 compounds, 0.33% hits;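 active = activation above the run's mean compound activation plus 3 SD, cut at about 16% in these data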;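 also: peak over basal fluorescence ratio within a 140 s kinetic read after compound addition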
# CHO parental Ca: signal in parental CHO cells, OX1R antagonist counter-screen. parental CHO-K1, ATP-induced calcium, Fluo-8 fluorescence. inhibition, % at 5.6 µM. 330,000 compounds, 0.63% hits. AID 463079;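 active = inhibition above that plate's mean sample inhibition plus 3 SD, cut at about 26% in these data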;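 also: 0% = ATP-challenged DMSO wells and 100% = DMSO wells without ATP; some compounds past the cut are filed as inactive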
#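 Material – parental CHO cells · Reagent – ATP stimulus · Compound – single nominal dose of 5.6 µM per compound · Detection – Fluo-8 fluorescence · Read-out basis – percent inhibition of calcium signal · Controls – ATP-challenged DMSO wells low, unchallenged DMSO wells high · Repeats – no replicates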
# OXTR potentiate: potentiators of human oxytocin receptor; activation, % at 3 µM; 320,000 compounds, 0.061% hits; CHO-OTR cells, Fluo-8 calcium fluorescence, potentiator mode; 0% = oxytocin EC15, 100% = EC100;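 active = activation above that plate's cutoff, the mean activation of tested compounds plus 3 SD, cut at about 6.6% in these data, passing the limit was not always enough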;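 also: 100% uses oxytocin at 75 nM as the full agonist control; some results filed as inactive read as strong as hits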
# Target sequence (P30559 whole entry, looked up): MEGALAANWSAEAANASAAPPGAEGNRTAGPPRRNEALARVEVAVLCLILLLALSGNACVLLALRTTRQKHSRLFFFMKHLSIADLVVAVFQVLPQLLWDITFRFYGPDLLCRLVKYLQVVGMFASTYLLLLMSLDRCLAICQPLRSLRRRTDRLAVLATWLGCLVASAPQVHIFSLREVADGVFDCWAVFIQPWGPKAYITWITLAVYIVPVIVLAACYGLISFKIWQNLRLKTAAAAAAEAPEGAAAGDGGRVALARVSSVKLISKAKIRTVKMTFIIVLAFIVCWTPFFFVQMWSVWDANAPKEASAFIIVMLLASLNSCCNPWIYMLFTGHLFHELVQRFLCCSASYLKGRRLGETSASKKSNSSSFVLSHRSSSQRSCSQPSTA
#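 test system = CHO-OTR cells, human receptor | compound = single-point 3.0 µM | schedule = 6 min compound pre-incubation at room temperature, 100 s kinetic read | signal = Fluo-8 no-wash calcium dye fluorescence, excitation 470-495 nm, emission 515-575 nm | repeats = single well per compound, singlicate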
# CHRM1 PAM: potentiates human M1 receptor response to acetylcholine; P11229; CHO-K1 hM1, Fluo-8 calcium fluorescence, ACh EC20; 0% = ACh EC20, 100% = maximal ACh; activation, % at 3 µM; 360,000 compounds, 0.088% hits; in the data active = activation above about 19%, passing the limit was not always enough
# M1 antag: blocks human M1 muscarinic receptor. inhibition, % at 3 µM. 360,000 compounds, 1.3% hits. AID 588852. P11229. CHO-K1 hM1, Fluo-8 calcium fluorescence, ACh EC80 antagonist;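 active = percent inhibition above its own plate's cutoff, namely the mean of that plate's compound wells plus 3 SD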;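 also: peak over basal fluorescence ratio during 140 s after agonist addition; 0% = ACh EC80 plus DMSO and 100% = DMSO alone without agonist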
# CHRM4 antagonist: antagonists of human muscarinic M4 receptor (CHRM4); P08173; CHO-hM4 cells, ACh EC80, Fluo-8 calcium fluorescence; inhibition, % at 3 µM; 360,000 compounds, 0.73% hits; AID 624125;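 active = inhibition above its plate's cutoff, the mean inhibition of sample wells plus 3 SD, cut at about 27% in these data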;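 also: 0% = acetylcholine EC80 with DMSO and 100% = DMSO without agonist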
# M1 ag parental: M1 agonist counterscreen hit in parental CHO-K1 cells; Fluo-8 calcium fluorescence; scaled to maximal ATP response, vehicle zero; activation, % at 3 µM; 360,000 compounds, 0.48% hits; in the data active = activation above about 15%;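 also: untransfected CHO-K1 host cells lacking M1 receptor as counterscreen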
# CHO-K1 Ca antag: counter-screen for M1 antagonists: effect in parental CHO-K1 cells; ATP-induced calcium, Fluo-8 fluorescence; inhibition, % at 3 µM; 360,000 compounds, 0.6% hits;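 active = inhibition above a per-plate cutoff, the plate's mean sample inhibition plus 3 SD, cut at about 24% in these data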;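 also: 0% = DMSO plus EC80 ATP and 100% = DMSO alone without ATP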
# Starred values were filed as active, the others as inactive; . = not tested or not shown.
# Below each compound – M1 ag	CHRM4 antagonist	M1 ag parental	M4 ag	OXTR potentiate	CHO-K1 Ca antag	M1 antag	CHO parental Ca	CHRM1 PAM
- OCC1OC(n2cnc3c(=S)nc[nH]c32)CC1O (stereo unspecified)
    3	-5	0.2	0	.	0	-16	.	8
- CN(C)c1ccc(CNC(=O)CCS(=O)(=O)c2ccc3c(c2)oc(=O)n3C)cc1
    -4	-4	1.2	1	-4	-22	-7	-15	3
- COc1ccc(-c2nnc(-c3ccc(F)cc3)o2)cc1
    -2	-13	0.7	19	-9	-13	-9	6	7
- COc1ccccc1NC(=O)C(C)Sc1nnc2ccccn12 (stereo unspecified)
    -1	4	0.8	0	-3	-7	-2	-11	6
- COc1ccccc1CNC(=O)c1cc2ccccc2o1
    -2	-9	-0.1	2	-3	-14	-4	-4	20
- Cc1ccc(CNC(=O)C2CCN(C(=O)Nc3ccccc3)CC2)cc1
    -7	9	1.5	2	0	-18	1	-17	2
- Cc1cccn2c(=O)c3cc(C#N)c(=NC(=O)c4ccco4)n(Cc4ccco4)c3nc12
    -7	6	0.2	1	6	-4	-6	-28	6
- COc1ccc(CNC(=O)CSc2ncn[nH]2)cc1OC
    -2	-11	-0.7	0	-3	10	-2	-5	9
- CCc1nnc(NC(=O)c2cc(OC)c(OC)cc2[N+](=O)[O-])s1
    -3	-2	-0.4	2	8	7	4	0	-2
- C=CCn1c(COc2ccc(F)cc2)nnc1SCC(=O)c1c[nH]c2c(CC)cccc12
    -5	3	0.1	2	-9	-1	6	-16	5
- CC(N)c1csc(Nc2cc(Oc3ccccc3)ncn2)n1 (stereo unspecified)
    -7	3	1.6	2	.	-9	-5	.	-3
- CCC(C(=O)Nc1cccc(C(=O)O)c1)c1ccccc1 (stereo unspecified)
    -6	2	1.0	1	-9	3	-6	-7	11
- COc1ccc(C(=O)CSc2nnc(CNC(=O)c3ccco3)n2C)cc1OC
    -4	0	1.7	0	3	-19	-12	4	1
- CCOc1ccc2nc(NC(=O)c3ccc(S(=O)(=O)N4CCOCC4)cc3)sc2c1
    -2	-15	0.0	0	-10	-24	-11	-18	3
- O=C(c1ccc(F)cc1)C1CCN(Cc2ccc(F)cc2)CC1
    -8	-2	1.4	1	-9	-2	-7	-19	4
- Nc1c(S(=O)(=O)c2cccs2)c2nc3ccccc3nc2n1Cc1ccc2c(c1)OCO2
    2	6	1.6	5	-1	-14	-3	5	12
- N#C/C(=C\c1ccccc1C(F)(F)F)C(=O)Nc1ccccc1F
    -6	2	0.6	1	3	-3	-8	-1	11
- C[C@@H]1CN([C@H](C)CO)C(=O)CCCn2nncc2CO[C@H]1CN(C)CC1CC1
    -9	9	0.2	0	.	18	10	.	-2
- Cc1ccc(N=C2NC(=O)CS2)c(C)c1
    -4	6	0.6	0	-1	-10	-9	-14	9
- Cc1ccc(NC(=O)C[n+]2ccccc2)cc1C
    -5	-9	-0.4	1	-7	-8	-7	-3	11
- O=C(CCNC(=O)c1ccccc1Cl)NCC1CCCO1 (stereo unspecified)
    -3	-9	0.8	0	-3	1	-7	-1	5
- COCc1cc(=O)[nH]c(=S)[nH]1
    -6	3	13	0	-5	5	4	-5	8
- CCN1CCCc2cc(CN(CCN3CCOCC3)C(=S)Nc3ccc(C)cc3)ccc21
    -6	-10	0.5	0	-7	-23	-9	-31	5
- CN(C(=O)c1ccc(NC(=O)Cc2cccc(NC(=O)C3CCN(C(=O)C4CCC4)CC3)c2)cc1)C1CC1
    -3	-4	0.4	0	.	3	-12	.	6
- Cc1[nH]c2ccc(OC(=O)N3CCOCC3)cc2c1C(=O)OC(C)C
    -1	4	2.1	2	-9	-3	-3	-2	4
- O=C(O)C1CCCCN1S(=O)(=O)c1ccccc1 (stereo unspecified)
    -2	9	0.4	0	7	-7	20	-3	-9
- c1ccc(Cn2c(NCc3ccccn3)nc3ccccc32)cc1
    -7	-9	1.3	4	-14	-14	9	-16	1
- Cc1ccc(C)c(NC(=O)CS(=O)(=O)c2cn(C)c3ccccc23)c1
    -3	-8	1.3	4	-2	-13	-10	-25	4
- CNC(=O)C1(C)Cc2c(-c3ccc(NC(C)=O)cc3)ccnc2O1 (stereo unspecified)
    -1	-25	-0.2	2	.	-5	-6	.	6
- N=c1oc2ccc(Br)cc2cc1C(=O)NCc1ccccc1
    0	17	3.8	0	-4	-4	-2	0	6

# Quoted from the listing.
# In CHO-K1 Ca antag, CN(C(=O)c1ccc(NC(=O)Cc2cccc(NC(=O)C3CCN(C(=O)C4CCC4)CC3)c2)cc1)C1CC1 has 3
# In M1 ag parental, Nc1c(S(=O)(=O)c2cccs2)c2nc3ccccc3nc2n1Cc1ccc2c(c1)OCO2 has 1.6
# In M4 ag, Cc1ccc(C)c(NC(=O)CS(=O)(=O)c2cn(C)c3ccccc23)c1 has 4
# In M1 ag, CNC(=O)C1(C)Cc2c(-c3ccc(NC(C)=O)cc3)ccnc2O1 (stereo unspecified) has -1
# In CHRM1 PAM, COc1ccc(C(=O)CSc2nnc(CNC(=O)c3ccco3)n2C)cc1OC has 1

# Six compounds out of the list, arranged by number of heavy atoms, high to low.
# Below each compound – M1 ag	CHRM4 antagonist	M1 ag parental	M4 ag	OXTR potentiate	CHO-K1 Ca antag	M1 antag	CHO parental Ca	CHRM1 PAM
- C=CCn1c(COc2ccc(F)cc2)nnc1SCC(=O)c1c[nH]c2c(CC)cccc12
    -5	3	0.1	2	-9	-1	6	-16	5
- CN(C)c1ccc(CNC(=O)CCS(=O)(=O)c2ccc3c(c2)oc(=O)n3C)cc1
    -4	-4	1.2	1	-4	-22	-7	-15	3
- Cc1ccc(C)c(NC(=O)CS(=O)(=O)c2cn(C)c3ccccc23)c1
    -3	-8	1.3	4	-2	-13	-10	-25	4
- c1ccc(Cn2c(NCc3ccccn3)nc3ccccc32)cc1
    -7	-9	1.3	4	-14	-14	9	-16	1
- Cc1ccc(NC(=O)C[n+]2ccccc2)cc1C
    -5	-9	-0.4	1	-7	-8	-7	-3	11
- COCc1cc(=O)[nH]c(=S)[nH]1
    -6	3	13	0	-5	5	4	-5	8

# (cont.)
# Below each compound – M1 ag	CHRM4 antagonist	M1 ag parental	M4 ag	OXTR potentiate	CHO-K1 Ca antag	M1 antag	CHO parental Ca	CHRM1 PAM
- CC(=O)N1CCN(CC(=O)Nc2cc(F)ccc2C)CC1
    0	-8	0.2	0	-5	12	-5	3	7
- CCOC(=O)N1CCc2c(sc3nc4n(c(=O)c23)N=C(C)CS4)C1
    -2	8	0.2	1	-4	12	1	-35	5
- CSc1ccc(C2=CC(=O)C[C@H](c3ccc(Cl)cc3)C2)cc1
    -7	1	-0.2	1	-3	-6	-9	-27	7
- CC(C)CC(C(=O)NCC1CCCO1)N(C(=O)Cn1nnc(-c2ccc(F)cc2)n1)c1ccccc1F (stereo unspecified)
    -5	3	1.9	6	6	1	2	-24	-6
- CC1(C(=O)NS(=O)(=O)c2ccc(Cl)cc2)CCN1C(=O)COc1ccc(Cl)cc1 (stereo unspecified)
    0	-14	-0.6	0	.	15	-22	.	14
- O=c1[nH]c2ccc(Br)cc2c(-c2ccccc2)c1N1CCOCC1
    0	-21	-0.1	0	-7	-2	-14	-3	14
- COC(=O)[C@H]1C[C@@H]1[C@H](N)c1ccccc1
    -6	-5	0.7	3	1	-7	5	-5	6
- CN1C(=O)/C(=C/c2ccccc2F)Sc2ccc(C(=O)NCC3CCCO3)cc21 (stereo unspecified)
    -1	-7	4.2	13	-13	0	7	-14	-4
- N#Cc1cc2c(nc1S(=O)(=O)Cc1ccccc1)CCCC2
    -3	7	-0.3	2	-10	22	-5	-16	5
- COc1ccccc1NC(=S)N1CCN(c2ccccc2F)CC1
    -4	1	-0.6	0	.	18	-1	.	1
- C=CCn1c(C)cc(C2=NNC(=NCc3ccccc3)SC2)c1C
    -8	-3	0.3	1	-1	-6	21	-7	-13
- CCc1cccc(C)c1NC(=O)CSc1n[nH]c(N)n1
    -2	-1	0.6	1	-3	-15	-5	-2	7
- COCCNC(=O)C1CCCN(C(=O)c2cc(-c3ccccc3)cs2)CC1 (stereo unspecified)
    -2	-12	0.6	2	.	-9	-16	.	5
- CCc1cccc(NC(=S)N2CCC(c3ccccc3)C2)c1 (stereo unspecified)
    -5	-11	1.2	0	6	-12	-6	-11	0
- COc1ccc(NC(=O)CSc2nnc(-c3ccccc3)n2Cc2ccco2)cc1OC
    -4	2	1.2	3	-4	-11	-6	-26	4
- Cc1ccc(-n2ncc3c(SCc4cccnc4)ncnc32)c(C)c1
    -5	25	9.8	5	.	14	17	.	-9
- Cc1ccc2nc(-c3ccccn3)oc2c1
    0	-1	-0.6	0	-4	-8	-17	-13	13
- C/C(=N\Nc1nc2ccccc2[nH]1)c1ccc(C)o1
    -6	-8	1.0	2	-18	-5	5	-25	-3
- O=C1NC(c2ccccc2)=N/C1=C/c1ccco1
    -7	-3	0.4	1	0	8	-4	6	4
- COC(=O)c1ccc(-c2ccc(F)cc2)nc1C
    -10	-10	0.4	1	8	-9	-11	0	5
- CC/C(=N\Nc1ccc([N+](=O)[O-])cc1)c1ccccc1
    -10	4	1.6	1	-13	-5	11	-5	-21
- COc1cccc(CNc2nc3ccccc3n2C)c1O
    -3	-6	-0.1	2	-9	10	7	-11	1
- CCn1cc(C(=O)OCc2cccc(Br)c2)c(=O)c2ccc(C)nc21
    -7	8	0.6	-1	0	-5	-5	-17	7
- COc1ccc(S(=O)(=O)N2CCN(C)CC2c2ccccc2)cc1OC (stereo unspecified)
    0	-4	1.4	0	.	-3	-18	.	11
- O=S(=O)(c1cc(Cl)cc(Cl)c1)N1CCC2CC1c1cc(Cl)ccc12 (stereo unspecified)
    -2	-25	0.7	0	.	-15	-8	.	5
- CC(C)OCCCNc1ncnc2c1cnn2-c1ccccc1
    -2	-2	0.9	1	-10	-16	-8	-3	5
- CCN(CC)CCCN(Cc1cc2cc3c(cc2[nH]c1=O)OCO3)C(=S)NCc1ccco1
    -4	-2	0.0	1	-2	-16	-1	-29	-1
- CCOc1ccc(CCNC(=O)CSc2cc(=O)n(C)c3cc(Cl)ccc23)cc1OCC
    -8	-4	-0.2	1	-3	-9	-19	-6	4
- CC(=O)N1CCN(c2ccc(NCc3ccc(C)cc3)cc2)CC1
    -4	-5	0.0	1	-2	-8	-7	-14	8
- CSCCC(NC(=O)c1cccc(C)c1)C(=O)OCC(=O)Nc1c(C)nn(-c2ccccc2)c1C (stereo unspecified)
    -1	-18	2.2	10	-5	-5	-18	-13	12
- Cc1cc(CN(C)C(=O)CC2C(=O)NCCN2Cc2c(F)cccc2Cl)n[nH]1 (stereo unspecified)
    -8	1	2.9	0	-8	-2	-5	-4	7
- Cc1ccccc1CN1CCNC(=O)C1CC(=O)O (stereo unspecified)
    -5	-19	0.1	1	-4	-2	-3	-10	3

# Another view of part of the listing above:
Structure | M1 ag | CHRM4 antagonist | M1 ag parental | M4 ag | OXTR potentiate | CHO-K1 Ca antag | M1 antag | CHO parental Ca | CHRM1 PAM
COC(=O)c1ccc(-c2ccc(F)cc2)nc1C | -10 | -10 | 0.4 | 1 | 8 | -9 | -11 | 0 | 5
COc1ccc(NC(=O)CSc2nnc(-c3ccccc3)n2Cc2ccco2)cc1OC | -4 | 2 | 1.2 | 3 | -4 | -11 | -6 | -26 | 4
